Source: PubChem BioAssay (Broad Institute)
Cneo AK release: Cryptococcus neoformans lysis via adenylate kinase release. C. neoformans lysis, adenylate kinase release luminescence, 4 h; normalised: neutral wells 0, clomiphene wells 100. lysis activity, % at 15 µM. 0.2% of 360,000 active;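 active = mean lysis activity across replicates of at least 80%, whatever share of replicates individually reach that level; inactive = mean lysis activity below 80%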
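read-out = cell lysis signal | test system = log-phase Cryptococcus neoformans yeast cells | input = cells at 5 × 10^6 per mL | medium = fresh YPD growth medium | signal = luminescent adenylate kinase detection reagent | timing = 4 h at 37 °C static, read 1 h later | dosing = single dose | controls = Clomiphene as positive lysis control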
Casp6 inh: blocks human caspase-6 cleavage activity; purified caspase-6, Z-VEID-R110 cleavage fluorescence; inhibition, % at 12.5 µM; 0.53% of 350,000 active;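 active = mean inhibition across replicates at least about 35%, with every replicate also reaching that limit, limit read from the data; inconclusive = only one of the two criteria met; inactive = neither criterion met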;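 note: 0% = median of neutral control wells and 100% = no fluorescence left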
Target sequence (P55212 24-179 limits assumed): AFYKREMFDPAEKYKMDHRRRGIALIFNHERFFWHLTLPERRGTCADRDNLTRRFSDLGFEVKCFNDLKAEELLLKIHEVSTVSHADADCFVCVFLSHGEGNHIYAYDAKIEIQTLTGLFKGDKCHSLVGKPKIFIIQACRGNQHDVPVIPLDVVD
Target sequence (P55212 194-293 limits assumed): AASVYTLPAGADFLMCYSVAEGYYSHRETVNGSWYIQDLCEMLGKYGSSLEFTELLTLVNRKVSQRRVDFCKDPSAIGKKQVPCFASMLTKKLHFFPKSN
PGC1a acetyl inh: lowers PGC1a acetylation signal in U2OS cells; AlphaScreen anti-acetyl-lysine; with virally co-expressed GCN5 acetyltransferase; inhibition, % at 15.6 µM; 0.17% of 350,000 active; AID 651687;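 active = every replicate shows inhibition of at least 40%; inconclusive = mean inhibition at least 40% but some replicate below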;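 note: 0% = neutral control wells and 100% = positive control wells; some results beyond the cut were filed as inactive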
miR-122 sensor: miR-122 inhibition in Huh7 cells; AID 602342; 0.3% of 340,000 active; activation (reporter increase), % at 12.5 µM; Huh7 miR-122 Renilla luciferase sensor, 48 h; neutral wells = 0, positive control = 100;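 active = mean replicate activation score at least 90 and every replicate individually at or above 90; inconclusive = only one of the two criteria met; inactive = neither criterion met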;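 note: higher luciferase means less miR-122 activity so hits act as miR-122 inhibitors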
FN deposit inh: fibronectin deposition inhibition; 0.086% of 350,000 active; inhibition, % at 12.6 µM; AID 743247; AH1F fibroblasts, Alexa488-fibronectin deposition fluorescence, overnight;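 active = mean inhibition across replicates of 30% or more, regardless of how many single replicates reach that level; inconclusive = mean under 30% yet at least half of replicates reach 30%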;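 note: positive control wells lacked labelled fibronectin entirely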
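Assay system: AH1F fibroblast monolayer, labelled fibronectin deposition. Amount: 10000 cells per well. Also added: labelled fibronectin 24 nM. Compound: single-point pinned compound. Incubation: cell attachment 1 h, compound and FN exposure overnight. Detection: fluorescence after three HBSS washes, excitation 485 nm, emission 525 nm. Read-out: inhibition of fibronectin deposition signal.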
EWS-Fli inh: EWS/Fli transcriptional activity inhibition | 0.67% of 350,000 active | AID 651661 | inhibition, % at 12.6 µM | A673 NR0B1-luciferase reporter, viability-normalised;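 active = mean inhibition of at least 50% after viability correction, with every replicate also passing that limit; inconclusive = mean reaches 50% but only one of two replicates passes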;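 note: firefly luciferase signal divided by Alamar Blue viability fluorescence both relative to DMSO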
LGR2 antag: blocks bursicon-induced cAMP signaling via Drosophila LGR2; AID 720647; 0.35% of 380,000 active; inhibition, % at 9.99 µM; HEK293 LGR2, CRE-luciferase, bursicon-stimulated, 4 h;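 active = drop in luminescence signal, shown as inhibition above about 50% in the replicate tests, limit read from the data, passing the limit was not always enough; inconclusive = probably only some replicates passing the limit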;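 note: agonist challenge used bursicon conditioned medium at about half maximal strength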
PAX8 reporter: lowers PAX8-driven luciferase in RMG-I cells; RMG-I TPO-luciferase reporter, SteadyGlo, 24 h; inhibition, % at 12.6 µM; 1.2% of 360,000 active; AID 652154;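 active = mean replicate inhibition at least 60% with every replicate also reaching 60%; inconclusive = only one of the two criteria is met; inactive = mean below 60% and not all replicates reaching 60%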;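 note: luciferase light reporting Pax8 driven TPO promoter activity; plate controls were median of neutral control wells for no effect and mitoxantrone controls for full effect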
* marks the source's active call; other numbers are inactive results; ? = inconclusive; . = not tested or not shown; [ ] = dose if it differs, or a comment.

The first 4 compounds as a preview:
SMILES	Cneo AK release	Casp6 inh	PGC1a acetyl inh	miR-122 sensor	FN deposit inh	EWS-Fli inh	LGR2 antag	PAX8 reporter
CC(C)C(NC(=O)OCc1ccccc1)C(=O)OCC(=O)NC1CC1 (configuration not stated)	8	-1	26	-2	1	-3	.	-3
O=c1c2ccccc2oc2cc(-c3ccc4cc[nH]c4c3)ccc12	-1	2	.	-1	8	-136	.	-115
CCc1ccc(C(=O)Nc2nnn(CC)n2)cc1	-4	1	.	1	.	-8	38	.
CCN(CC(=O)Nc1ccc(NC(C)=O)cc1)C(=O)c1ccc(COc2ccccc2)o1	0	3	-1	-6	0	1	7	0

The list itself, from the start:
SMILES	Cneo AK release	Casp6 inh	PGC1a acetyl inh	miR-122 sensor	FN deposit inh	EWS-Fli inh	LGR2 antag	PAX8 reporter
CC(C)C(NC(=O)OCc1ccccc1)C(=O)OCC(=O)NC1CC1 (configuration not stated)	8	-1	26	-2	1	-3	.	-3
O=c1c2ccccc2oc2cc(-c3ccc4cc[nH]c4c3)ccc12	-1	2	.	-1	8	-136	.	-115
CCc1ccc(C(=O)Nc2nnn(CC)n2)cc1	-4	1	.	1	.	-8	38	.
CCN(CC(=O)Nc1ccc(NC(C)=O)cc1)C(=O)c1ccc(COc2ccccc2)o1	0	3	-1	-6	0	1	7	0
CCOc1cc(/C=C/c2cc(C(F)(F)F)[nH]c(=O)n2)ccc1O	.	10	-19	19	.	6	8	-1
CC(=O)Nc1ccc(C(=O)CSc2nnc3scc(-c4ccccc4)n23)cc1	0	2	-10	-5	.	-4	-1	.
O=C(O)COc1ccc(F)cc1Br	.	1	-4	-3	-5	2	15	-20
CC(C)(C)NC(=O)CSc1nc(O)cc(=O)n1-c1ccccc1	1	-3	-11	-4	.	1	0	.
CC(C)(C)NC(=O)C(C1CC1)n1c(=O)c(-c2ccccc2)nc2ccccc21 (configuration not stated)	.	3	.	.	4	-15	7	4
Cc1ccc(S(=O)(=O)N(C)/N=C2/C(=O)N(CC(=O)O)c3ccccc32)cc1	.	8	.	.	1	1	6	-3
CN(C(=O)COC(=O)Cc1c[nH]c2ccccc12)c1c(N)n(Cc2ccccc2)c(=O)[nH]c1=O	0	-1	.	.	5	9	-6	12
CC1(C(=O)NCC2CC2)Cc2c(-c3cccc(C(F)(F)F)c3)ccnc2O1 (configuration not stated)	-1	3	-8	7	-8	45	12	14
C[C@@H]1CN([C@H](C)CO)C(=O)Cc2cc(NC(=O)CCC(F)(F)F)ccc2O[C@@H]1CN(C)C(=O)Nc1cccc2ccccc12	-6	5	-2	2[16.7 µM]	-2	-3	-16	21
Cc1ccc(-n2c(CCC(=O)O)ccc2-c2cccs2)cc1	-3	9	0	20	.	-23	-70	.
Clc1ccc(-c2nnc(-c3ccccc3)c(-c3ccccc3)n2)cc1	-18	-1	8	-5	-11	-4	2	1
Cc1cc2n(n1)SC(Nc1ccc(F)c(Cl)c1)N2 (configuration not stated)	4	.	.	-3	4	.	.	-45
COc1ccc2c(c1)CCc1c(C(=O)N3CC4(C)CC3CC(C)(C)C4)noc1-2 (configuration not stated)	-4	.	5	-2	1	.	1	.
O=C(CCSc1ccccc1)Nc1nnc(-c2ccccc2)o1	0	-1	-1	-3	-3	1	-15	12
CCOc1ccc(CCN2C(=O)C3C4C=CC(C4)C3C2=O)cc1OCC (configuration not stated)	-1	-4	3	-2	6	-2	-1	-3
C[C@H](CO)N1C[C@H](C)[C@H](CN(C)C(=O)NC2CCCCC2)OCCCC[C@H](C)Oc2ccc(NC(=O)Nc3cccc4ccccc34)cc2C1=O	2	0	-5	4[16.7 µM]	.	16	18	40
Cn1nnc2ccccc2c1=O	.	.	.	.	-6	-2	4	-18
Cc1ccc(-n2nnnc2SCC(=O)NCC2(N3CCOCC3)CCCCC2)c(C)c1	-4	-1	-5	-5	1	2	-33	18
COc1ccc(CCNC(=O)CSc2nccc(=O)[nH]2)cc1OC	.	1	-1	-3	-3	-2	-10	-2
COCCNC(=S)N1CCN(c2nc(-c3ccccc3)cs2)CC1	2	-1	.	.	2	19	-5	18
O=C(CNC(=O)c1ccco1)OCc1ccc(C(=O)c2ccccc2)cc1	.	1	-2	.	.	-8	-10	-11

One compound at a time (already shown). Screens in order: Cneo AK release | Casp6 inh | PGC1a acetyl inh | miR-122 sensor | FN deposit inh | EWS-Fli inh | LGR2 antag | PAX8 reporter
`C[C@@H]1CN([C@H](C)CO)C(=O)Cc2cc(NC(=O)CCC(F)(F)F)ccc2O[C@@H]1CN(C)C(=O)Nc1cccc2ccccc12` as listed: -6 | 5 | -2 | 2[16.7 µM] | -2 | -3 | -16 | 21
`COc1ccc2c(c1)CCc1c(C(=O)N3CC4(C)CC3CC(C)(C)C4)noc1-2` (configuration not stated) as listed: -4 | . | 5 | -2 | 1 | . | 1 | .
`Clc1ccc(-c2nnc(-c3ccccc3)c(-c3ccccc3)n2)cc1` as listed: -18 | -1 | 8 | -5 | -11 | -4 | 2 | 1

More entries follow:
SMILES	Cneo AK release	Casp6 inh	PGC1a acetyl inh	miR-122 sensor	FN deposit inh	EWS-Fli inh	LGR2 antag	PAX8 reporter
COc1ccc(-c2[nH]ncc2/C=N\NC(=O)c2ccc(C(C)(C)C)cc2)cc1OC	.	-1	.	.	-1	-30	-23	32
COc1cc(OC)cc(-c2c(Sc3ccccc3)c3cc(-c4ccc(OC)c(OC)c4)ccc3n2C)c1	.	-4	.	.	3	2	-6	16
CC(C)CCNC(=O)Cn1c(=O)oc2cc(S(=O)(=O)N3CCc4ccccc43)ccc21	-2	4	2	-6	-13	6	23	16
O=C(N/N=C/c1c(Cl)[nH]c2ccccc12)c1sc2ccccc2c1Cl	.	1	.	.	-2	11	-1	19
Cc1ccc(O)c(NC(=O)c2cc3nc4c(c(C(F)(F)F)n3n2)CCc2ccccc2-4)c1	0	.	0	-7	.	.	-5	.
O=C(CSC1=Nc2ccccc2C2CC=NN12)Nc1ccc(F)c(F)c1F (configuration not stated)	2	1	.	.	-3	12	-87	19
O=S(=O)(Nc1cc(Sc2cccc3cccnc23)c(O)c2ccccc12)c1ccc(F)cc1	.	0	.	.	4	12	.	102*
O=S(=O)(NCCC1=CCCCC1)c1cccc(S(=O)(=O)N2CCOCC2)c1	3	.	-10	39	6	.	.	11
CC[C@H](CO)Oc1cc(NCc2ccc(Cl)c(Cl)c2)c2ncn(C(C)C)c2c1	-1	2	.	.	-21	2	?	22
COc1ccc(NC(=O)C2c3ccccc3OCC(=O)N2C2CC2)cc1 (configuration not stated)	.	-2	.	.	0	3	-1	-10
Clc1ccc(C2=NCCN2)cc1	.	-11	.	.	-6	4	12	-1
CC(=O)c1ccc(NC(=O)COC(=O)CCC(=O)c2cccs2)cc1	18	0	-2	-5	3	-6	4	33
Cc1ccnc(NC(=O)CCC(=O)N(CC(=O)NCc2ccc(F)cc2)CC2CCCO2)c1 (configuration not stated)	-1	0	.	-1	3	-2	24	-8
Clc1ccc(CNc2ccc3nnc(-c4ccccc4)n3n2)cc1	-2	-1	-7	-3	-2	6	32	12
C[C@H](CO)N1C[C@H](C)[C@H](CN(C)CC2CC2)Oc2c(NS(=O)(=O)c3ccc(Cl)cc3)cccc2C1=O	-1	2	3	26[16.7 µM]	.	12	2	-5
NS(=O)(=O)c1ccc(CCn2c(=S)[nH]c3ccccc3c2=O)cc1	2	2	-4	0	7	3	-9	-1
CCN(CC)C(=O)[C@H]1CC(CC(=O)NCc2cccc(C(F)(F)F)c2)C(=O)N2CCc3c([nH]c4ccccc34)[C@]12C (some centres not stated)	3	5	?	-10	3	-1	4	-13
O=C(/C=C/c1ccccc1)NCCc1ccccc1	-1	21	0	-1	.	-63	-78	.
O=c1cnn(Cc2c(Cl)cccc2Cl)c2ccccc12	-1	-1	.	2	-2	-1	10	8
CCOC(=O)c1ccc(S(=O)(=O)N2CCN(c3ccccn3)CC2)cc1	4	-1	-11	0	12	0	5	-1
COc1ccc(C)cc1NC(=O)CCS(=O)(=O)c1cccc2nonc12	-5	.	0	.	-4	.	.	6
COc1ccc(C(=O)/C=C/c2ccc(OCc3ccccc3)cc2)cc1CSCC(=O)O	0	44*	.	.	-39	.	-12	0
COc1cccc(NC(=O)CN(C)C(=O)Cc2ccc3c(c2)OCCO3)c1	-2	-97	.	-13	3	0	-12	-7
COc1ccc(C#Cc2ccc([C@H]3[C@H]4CN(C(=O)NC(C)C)CC(=O)N4[C@H]3CO)cc2)cc1	.	1	-7	.	-1	1	13	-38
Cc1cc(/C=N/NC(=O)c2ccccn2)c(C)n1-c1cccc([N+](=O)[O-])c1	.	-4	-7	-1	7	-35	-32	-14

Carrying on.
SMILES	Cneo AK release	Casp6 inh	PGC1a acetyl inh	miR-122 sensor	FN deposit inh	EWS-Fli inh	LGR2 antag	PAX8 reporter
Cc1ccc(C)c2[nH]c(=O)c(CN(Cc3cccnc3)C(=S)NCc3ccco3)cc12	.	5	-8	.	6	5	11	-2
O=C(/C=C/c1cccc(Cl)c1)NCc1ccncc1	0	2	18	-1	3	-15	17	3
CCCCCCCNC(=O)CN1N=C(c2ccc(C)cc2)CCC1=O	1	1	3	-3	-4	19	3	2
Cc1ccc(NC2Sc3ccccc3NC2=O)cc1 (configuration not stated)	.	2	.	.	-5	-51	48	-62
Cc1cc2c(cc1C)-n1nnnc1C(N1CCN(CC(=O)NC(C)C)CC1)C(=O)N2 (configuration not stated)	.	-1	.	.	-3	-9	-5	-17
CC(=O)Oc1ccc(C(=O)[C@H]2[C@H]3C(=O)N(c4ccc(C)cc4)C(=O)[C@H]3[C@@H]3C=CC=NN32)cc1	-1	9	5	5	5	-42	-19	30
